Screening data (PubChem)
Tb PGK inh – T. brucei PGK inhibition; P07378; PGK/GAPDH coupled, Kinase-Glo luminescence, 60 min; Potency, µM (titrated, usually from 57.5 µM), for the others: at the highest dose activity change, negative = inhibition, actives largely listed as inhibitors; 380,000 tested, 0.043% active; note: potency is the fitted concentration of half-maximal effect; % is set by controls: 0 for no effect and ±100 for the full control effect; nearly all actives have a fitted effect of over 60% in size
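Recombinant glycosomal PGK reaction used 1,3-bisphosphoglycerate generated in-well by GAPDH (100nM final) in 100mM TEA pH 7.6, 5mM MgCl2, 0.01% Tween-20. After 60 minutes at room temperature, ATP was read by Kinase-Glo Plus luminescence end-point.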
Apoferritin bind – binds horse apoferritin like a general anesthetic; P02791; apoferritin/1-aminoanthracene competitive binding, fluorescence; Potency, µM (series often up to 77.5 µM), for the others: at the top dose activity change, negative = displacement, usual class: inhibitors; 350,000 tested, 0.074% active; note: potency is the fitted concentration of half-maximal effect; % is set by controls: 0 for no effect and ±100 for the full control effect; nearly all actives have a fitted effect of over 20% in size
Target sequence (P02791 2-175 limits assumed): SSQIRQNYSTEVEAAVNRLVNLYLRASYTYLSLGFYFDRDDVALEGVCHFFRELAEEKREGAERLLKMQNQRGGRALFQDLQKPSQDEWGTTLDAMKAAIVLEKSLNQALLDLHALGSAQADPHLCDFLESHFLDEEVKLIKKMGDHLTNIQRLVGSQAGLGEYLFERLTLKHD
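Concentration-response curves derived by four-parameter Hill fitting of normalized fluorescence, where compounds displaced 1-AMA from 10 uM horse apoferritin following a brief 10 min room-temperature incubation; propofol titration acted as positive control.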
Pol kappa inh – inhibitors of human DNA polymerase kappa. Q9UBT6. purified Pol kappa, fluorescent DNA synthesis assay, 10 min. Potency, µM (titrated, usually from 107 µM), inactives show at the highest dose activity, negative = inhibition, hits mostly inhibitors. 400,000 tested, 0.53% active; note: potency is the fitted concentration of half-maximal effect; % is set by controls: 0 for no effect and ±100 for the full control effect
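Pol kappa 10 nM + cpd, 15 min RT; start w/ substrate 50 nM final; fluorescence kinetic read, 0 and 10 min. Neg ctrl: buffer, no enzyme.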
POLH inh – inhibitors of human DNA polymerase eta | Potency, µM (top dose mostly 114 µM), inactives show top-dose activity change, negative = inhibition, usual class: inhibitors | 390,000 tested, 1.2% active | recombinant Pol eta, fluorescent DNA replication assay; note: potency is the fitted concentration of half-maximal effect; % is set by controls: 0 for no effect and ±100 for the full control effect
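Pol eta (10 nM) was preincubated with compounds for 15 min at room temperature, after which fluorescent replication substrate (50 nM final) was added to start the reaction. Fluorescence was read kinetically at 0 and 10 min.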
APE1 inh – APE1 (human) endonuclease inhibition. P27695. recombinant APE1, TAMRA/BHQ-2 abasic DNA cleavage fluorescence. Potency, µM (top dose mostly 65.8 µM), without a hit: top-dose activity change, negative = inhibition, hits mostly inhibitors. 350,000 tested, 0.35% active. AID 2517;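 note: potency is the fitted concentration of half-maximal effect; plate controls were vehicle for no effect and reference inhibitor for full effect; nearly all actives have a fitted effect of over 55% in size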
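Readout is kinetic fluorescence (ex 525, em 598 nm) from cleavage of 50 nM TAMRA/BHQ-2 THF abasic duplex by 0.75 nM APE1, compound added 15 min beforehand at RT.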
BLM helicase inh – blocks DNA unwinding by human BLM helicase. recombinant BLM DNA unwinding, fluorescence dequenching. 350,000 tested, 0.2% active. P54132. Potency, µM (titrated, usually from 56.1 µM), inactives show top-dose activity change, negative = inhibition, actives largely listed as inhibitors. AID 2528;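 note: potency is the fitted concentration of half-maximal effect; plate controls were vehicle for no effect and no enzyme for full effect; nearly all actives have a fitted effect of over 35% in size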
POLB inh – inhibitors of human DNA polymerase beta | 340,000 tested, 1.3% active | Pol beta primer extension/strand displacement, fluorescence kinetic | Potency, µM (highest dose often 114 µM), for inactives: top-dose activity change, negative = inhibition, actives largely listed as inhibitors; note: potency is the fitted concentration of half-maximal effect; % is set by controls: 0 for no effect and ±100 for the full control effect
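Reaction started by 50 nM substrate onto compound-treated Pol beta (10 nM, 15 min preincubation, room temperature); plates read at 0 min and 10 min. Normalized concentration-effect data fitted by four-parameter Hill equation.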
RXFP1 antag – blocks the human relaxin receptor RXFP1 | HEK293-RXFP1, relaxin-stimulated cAMP HTRF, 30 min; hits give low values | activity change, negative = inhibition, % at 57.5 µM | 350,000 tested, 0.59% active;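 active = activity change of -60% or lower, but not beyond a set lower limit; inconclusive = change between -60% and -40%, or beyond the set limit; inactive = change above -40%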; note: % is set by controls: 0 for no effect and ±100 for the full control effect
Target sequence (Q9HBX9 whole entry, looked up): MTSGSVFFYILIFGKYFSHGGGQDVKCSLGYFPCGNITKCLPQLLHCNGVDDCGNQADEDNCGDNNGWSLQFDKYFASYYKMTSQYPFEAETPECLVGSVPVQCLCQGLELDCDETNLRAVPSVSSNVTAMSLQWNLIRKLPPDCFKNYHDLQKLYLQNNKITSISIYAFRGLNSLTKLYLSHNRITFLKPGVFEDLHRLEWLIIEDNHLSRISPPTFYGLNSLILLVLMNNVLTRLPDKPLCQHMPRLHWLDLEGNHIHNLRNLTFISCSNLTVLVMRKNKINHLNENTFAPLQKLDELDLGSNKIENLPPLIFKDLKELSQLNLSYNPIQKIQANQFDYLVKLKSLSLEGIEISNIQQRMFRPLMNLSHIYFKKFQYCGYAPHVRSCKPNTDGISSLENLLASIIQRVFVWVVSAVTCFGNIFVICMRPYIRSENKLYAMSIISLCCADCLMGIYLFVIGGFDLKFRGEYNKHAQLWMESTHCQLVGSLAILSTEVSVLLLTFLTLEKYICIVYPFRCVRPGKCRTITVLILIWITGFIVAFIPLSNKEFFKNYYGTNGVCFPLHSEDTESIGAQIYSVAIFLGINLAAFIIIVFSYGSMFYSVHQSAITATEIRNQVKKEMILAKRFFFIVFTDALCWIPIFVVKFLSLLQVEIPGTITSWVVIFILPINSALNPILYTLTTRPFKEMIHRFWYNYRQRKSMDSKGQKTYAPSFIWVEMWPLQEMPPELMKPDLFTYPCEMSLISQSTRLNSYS
POLI inh – blocks human DNA polymerase iota activity. Pol iota fluorescent replication assay, 10 min. Q9UNA4. 390,000 tested, 1% active. Potency, µM (series often up to 115 µM), without a hit: at the top dose activity, negative = inhibition, hits mostly inhibitors; note: potency is the fitted concentration of half-maximal effect
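Pol iota at 10 nM preincubated 15 min with compounds at room temperature; reaction started with fluorescent substrate, 50 nM final. Fluorescence read kinetically at 0 and 10 min; buffer-only wells as negative control.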
Starred values were filed as active, the others as inactive; i = inactive; ? = inconclusive; . = no result given; & = joins results of further samples; [ ] = remark or other dose. Unless noted, calls come from the whole dose curve; as a rule, active = well fitted curve in the direction sought with a large enough effect; inconclusive = small, poorly fitted or top-dose-only effect, or another doubt; inactive = no such curve, though single readings can be large; an effect the other way counts as inactive or inconclusive. This is a subset (hit frequency here may not be typical).

SMILES | Tb PGK inh | Apoferritin bind | Pol kappa inh | POLH inh | APE1 inh | BLM helicase inh | POLB inh | RXFP1 antag | POLI inh
Cc1ccccc1C(=O)NCC(C)NC(=O)c1ccccc1C (stereo not drawn) | 1% | . | -3% | -12% | . | . | . | 4 | 8%[58.9 µM]
COC(=O)c1ccc(CN2C(=O)c3ccccc3C2=O)o1 | -4% | -4% | 7% | -18% | 3%[12.4 µM] | 2% | 27% | 11 | 18%
O=C(NCCN1CCCC1)c1cccc(Cl)c1 | -3% | -6% | -1% | -11% | 5% | -3% | -11% | -26 | 55%[activator]
Cc1nc2cc(NS(=O)(=O)c3cccc(F)c3)ccc2s1 | i | -20% | 3% | -7% | 1% | -2% | -26% | -6 | 24%
CCOC(=O)c1cnc(N2CCOCC2)[nH]c1=O | -9% | -6% | -9% | -7% | 17% | 0% | 9% | 2 | -1%
COc1ccc(NC(=O)CNS(=O)(=O)c2ccc(Cl)cc2)cc1OC | 4% | 8% | 1% | -16% | ? | 0% | 58% | . | 26%
O=C1CC(Nc2ccccc2)C(=O)N1Cc1ccccc1 (stereo not drawn) | 5% | -17% | 1% | 9% | -4% | -3% | 4% | -1 | 12%
CN1CC(=O)N(CC(=O)Nc2ccc3c(c2)CCC3)C1=O | i | -12% | 0% | -19% | 7% | -5% | 0% | -28 | 70%[activator]
Cc1cc(C)n(C(=O)CNC(=O)c2ccccc2F)n1 | -1% | 2% | 17% | -6% | -7% | 0% | 18% | -1 | 24%
CC(=O)Nc1sc2c(c1C(c1ccccc1)N1CCOCC1)CCCC2 (stereo not drawn) | i | -12% | -3% | -19% | -2% | -10% | 23% | -3 | 68%[activator]
O=C(c1cccs1)N1CCN(S(=O)(=O)c2cccc(Cl)c2Cl)CC1 | -4% | . | -21% | -16% | -4% | . | . | 0 | 29%
O=C(COC(=O)CCOc1ccccc1)Nc1cc(S(=O)(=O)N2CCCCC2)ccc1Cl | -3% | . | -4% | -6% | -12% | . | . | 8 | -11%
CCOC(=O)c1c(S(=O)(=O)N2CCC(C(=O)N3CCN(c4ccc(F)cc4)CC3)CC2)c(C)n(C)c1C | 4% | -8% | 1%[60.1 µM] | -12% | . | -10% | 17% | -7 | -6%
Cc1cc(C)c(NC(=O)C2CCN(C(=O)c3ccco3)CC2)c(C)c1 | -7% | 5% | 2% | -1% | -8% | 1% | 76% | -3 | 104%[activator]
Cc1ccc(-c2nc(SCC(=O)Nc3cc(C)on3)c3c(=O)n(C)c(=O)n(C)c3n2)cc1 | -3%&-9% | 1%&0% | -17% | 3%&-26% | -5% | -2%&-7% | 4%&-25% | 4&-8 | 19%&23%
CCCC(=O)Nc1ccc(C(=O)N/N=C/c2ccc([N+](=O)[O-])o2)cc1 | -2% | 5% | -10% | ? | ? | -29% | 45µM* | 26 | ?
CC(=O)c1ccc(NC(=O)CN2C(=O)/C(=C/C(C)=C/c3ccccc3)SC2=S)cc1 | i | -8% | -1% | 3% | 10% | -4% | 17% | -7 | 14%
CC(=O)N1CCc2cc(Br)cc(S(=O)(=O)CCC(=O)NCCc3ccc(Cl)cc3)c21 | 5% | 5% | -9% | -8% | . | 3% | 41%[activator] | . | -5%
COC(=O)c1ccccc1NC(=O)C1CC(=O)N(C2CCCCC2)C1 (stereo not drawn) | i | 8% | -2% | -13% | 2% | 2% | 4% | -12 | -4%
Cc1ccc(N2CC(C(=O)N3CCCCC3)CC2=O)cc1C (stereo not drawn) | -8% | -6% | 10% | -7% | 57%[activator] | 2% | 8% | -10 | 1%
NC(N)=NS(=O)(=O)c1ccc(N/C=C\C(=O)c2ccncc2)cc1 | -4% | -6% | 6% | -14% | 15% | 0% | 4% | 5 | -14%
O=C1CC(c2ccncc2)c2cc3c(cc2N1)OCCO3 (stereo not drawn) | 5% | 0% | -1% | -15% | -3% | -1% | -10% | -14 | 4%
COC(CNC(=O)c1ccc2c(c1)ncn2-c1ccc(F)cc1F)OC | -8% | -2% | 1% | -3% | -3% | -12% | 53% | -5 | 11%
Cc1ccccc1C(=O)Nc1cccc(C#N)c1 | i | 1% | -1% | -8% | 4% | 6% | -3% | 6 | 1%
COc1cccc(NC(=O)CN(C)C(=O)c2cc(C)oc2C)c1 | -3% | . | 4% | -23% | 33% | . | . | -15 | 23%
COCCCNC(=O)c1sc2ncn(CC(=O)Nc3ccc(C)c(Cl)c3)c(=O)c2c1C | -5% | -5% | -4% | -3% | -2% | -2% | -3% | 7 | 34%
Clc1ccc(SCCOCCN2CCCCC2)cc1 | i | 25% | 3% | -17% | 6% | -6% | 1% | -15 | -8%
CCn1c(CC2C(=O)N(C)c3ccccc32)nc2ccccc2c1=O (stereo not drawn) | . | -10% | 1% | . | . | 2% | 7% | -2 | 4%
Cc1c(Cl)c(-c2n[nH]c(=S)n2CC(C)C)nn1C | -5% | -4% | -10% | -5% | -4% | -1% | 4% | . | -9%
COc1cccc(/C=N/n2c(-c3n[nH]c4c3CCC4)n[nH]c2=S)c1OC | 1% | -6% | -1% | -16% | 7% | -2% | 1% | -25 | 10%
Cc1ccc(C)c(N2CCN(CCCNC(=O)CCC(=O)N3CCOc4ccc(Cl)cc43)CC2)c1 | . | ? | . | . | -3% | 2% | 2% | . | .
COc1ccccc1Oc1ccc(S(=O)(=O)N2CCCCC2C)cc1 (stereo not drawn) | 8% | 69%[activator] | -16% | 1% | -7% | -9% | 31% | -19 | 29%
COc1ccc(S(=O)(=O)N2CCCC(C(=O)NCc3ccccc3)C2)cc1 (stereo not drawn) | 0% | -8% | -19% | 4% | 43%[activator] | -2% | 3% | 1 | 17%
CC(C(=O)NCc1ccccc1Cl)N1C(=O)c2ccccc2C1=O (stereo not drawn) | 1% | -5% | 8% | 13% | 41%[activator] | -6% | 34% | -25 | 35%[activator]
COc1cccc(-c2nc(Oc3cccc(C)c3C)c3ccccc3n2)c1O | i | 9% | 2% | ? | 17% | -2% | 21% | 16 | -4%
CCC(=O)Nc1ccc(C(=O)CN2C(=O)NC3(CCCCCC3)C2=O)cc1 | -2% | . | -8% | -8% | 33% | . | . | 0 | -14%

Brought forward from above: 5 compounds, followed by the next part.
| smiles | Tb PGK inh | Apoferritin bind | Pol kappa inh | POLH inh | APE1 inh | BLM helicase inh | POLB inh | RXFP1 antag | POLI inh |
| --- | --- | --- | --- | --- | --- | --- | --- | --- | --- |
| COc1ccccc1Oc1ccc(S(=O)(=O)N2CCCCC2C)cc1 (stereo not drawn) | 8% | 69%[activator] | -16% | 1% | -7% | -9% | 31% | -19 | 29% |
| COc1ccc(S(=O)(=O)N2CCCC(C(=O)NCc3ccccc3)C2)cc1 (stereo not drawn) | 0% | -8% | -19% | 4% | 43%[activator] | -2% | 3% | 1 | 17% |
| CC(C(=O)NCc1ccccc1Cl)N1C(=O)c2ccccc2C1=O (stereo not drawn) | 1% | -5% | 8% | 13% | 41%[activator] | -6% | 34% | -25 | 35%[activator] |
| COc1cccc(-c2nc(Oc3cccc(C)c3C)c3ccccc3n2)c1O | i | 9% | 2% | ? | 17% | -2% | 21% | 16 | -4% |
| CCC(=O)Nc1ccc(C(=O)CN2C(=O)NC3(CCCCCC3)C2=O)cc1 | -2% | . | -8% | -8% | 33% | . | . | 0 | -14% |
| COc1ccc(-c2csc(Cc3nc(O)cs3)n2)cc1 | -11% | 29% | -5% | -20% | -4% | -18% | ? | -26 | -18% |
| CN(C)C1(CN=Cc2cc(Cl)cc([N+](=O)[O-])c2O)CCCCC1 | -13% | 7% | ? | ? | 25% | -12% | 14µM* | -24 | ? |
| CCCCn1c(N)c(N(CC(C)C)C(=O)c2ccc(S(=O)(=O)N3CCCCCC3)cc2)c(=O)[nH]c1=O | -9% | . | 5% | 2% | 13% | . | . | -2 | 27% |
| COc1ccc(OCCn2nnc3sc4c(c3c2=O)CCCC4)cc1 | . | ? | ? | . | . | -20% | 11µM* | -9 | 71µM* |
| CCCCn1c(N)c(N(CC(C)C)C(=O)C2CCN(S(=O)(=O)c3ccc(C)cc3C)CC2)c(=O)[nH]c1=O | -7% | . | -3% | -7% | 10% | . | . | 12 | 2% |
| Cc1cc(NC(=O)CN2CC(C)OC(C)C2)n(-c2nc3ccccc3s2)n1 (stereo not drawn) | -1% | -12% | -2% | -11% | 1% | -1% | 10% | 11 | -4% |
| COc1ccc(CCNC(=O)c2ccc(NC(=O)CC3SC(N4CCCC4)=NC3=O)cc2)cc1 (stereo not drawn) | 6% | . | -6% | -19% | 46% | . | . | 9 | 21% |
| CCN(CC)CCCNC(=O)c1cn(CC)c2ccc(S(=O)(=O)N3CCc4ccccc4C3)cc2c1=O | -1% | -13% | 9%&6% | -12%&-13% | 4% | 0%&14% | 9%&15% | 6 | 46%&27%[activator] |

Single entries from the list:
COC(=O)c1ccc(CN2C(=O)c3ccccc3C2=O)o1 @ BLM helicase inh: 2%
Cc1ccccc1C(=O)Nc1cccc(C#N)c1 @ POLI inh: 1%

Further results.
| smiles | Tb PGK inh | Apoferritin bind | Pol kappa inh | POLH inh | APE1 inh | BLM helicase inh | POLB inh | RXFP1 antag | POLI inh |
| --- | --- | --- | --- | --- | --- | --- | --- | --- | --- |
| CN(C)C(CNC(=O)CCc1nc2cc(Cl)ccc2n(Cc2ccccc2)c1=O)c1ccccc1 (stereo not drawn) | i | . | 1% | -22% | 26% | . | . | -19 | 21% |
| CC(=O)Nc1ccc(Oc2cncc(Cl)c2)nc1 | -3% | 0% | -22% | -21% | -4% | 1% | -1% | -11 | -19% |
| Cc1cc(OCc2cn(CC(=O)c3ccc(O)cc3)nn2)ccc1[N+](=O)[O-] | -5% | . | 1% | 1% | . | . | . | . | -16% |
| CC(=O)c1ccc(NC(=O)CSc2nc3[nH]ncc3c(=O)[nH]2)cc1 | -5% | . | -7% | -15% | 0% | . | . | -12 | ? |
